Screening results deposited in PubChem by Sanford-Burnham Center for Chemical Genomics.
Mdm2 MdmX PPI: human Mdm2/MdmX binding inhibition | AID 485346 | O15151+Q00987 | inhibition, % at 8 µM | SaOS-2 split-luciferase Mdm2/MdmX complementation, luminescence | hit rate 3% among 330,000;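 active = inhibition of at least 50% at 8 µM in the primary screen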
Target sequence (O15151 whole entry, looked up): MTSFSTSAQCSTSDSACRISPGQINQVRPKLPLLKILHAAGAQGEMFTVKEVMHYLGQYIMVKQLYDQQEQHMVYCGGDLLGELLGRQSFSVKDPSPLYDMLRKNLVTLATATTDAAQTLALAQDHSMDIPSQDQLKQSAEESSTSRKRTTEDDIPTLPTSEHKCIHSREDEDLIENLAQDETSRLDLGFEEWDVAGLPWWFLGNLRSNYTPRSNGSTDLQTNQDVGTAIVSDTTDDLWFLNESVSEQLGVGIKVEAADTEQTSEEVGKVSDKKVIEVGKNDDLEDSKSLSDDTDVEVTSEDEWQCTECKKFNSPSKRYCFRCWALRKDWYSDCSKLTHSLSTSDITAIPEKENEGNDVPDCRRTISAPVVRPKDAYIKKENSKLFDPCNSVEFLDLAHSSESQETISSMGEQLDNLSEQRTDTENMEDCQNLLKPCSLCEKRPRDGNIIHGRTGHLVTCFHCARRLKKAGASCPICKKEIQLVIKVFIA
Target sequence (Q00987 whole entry, looked up): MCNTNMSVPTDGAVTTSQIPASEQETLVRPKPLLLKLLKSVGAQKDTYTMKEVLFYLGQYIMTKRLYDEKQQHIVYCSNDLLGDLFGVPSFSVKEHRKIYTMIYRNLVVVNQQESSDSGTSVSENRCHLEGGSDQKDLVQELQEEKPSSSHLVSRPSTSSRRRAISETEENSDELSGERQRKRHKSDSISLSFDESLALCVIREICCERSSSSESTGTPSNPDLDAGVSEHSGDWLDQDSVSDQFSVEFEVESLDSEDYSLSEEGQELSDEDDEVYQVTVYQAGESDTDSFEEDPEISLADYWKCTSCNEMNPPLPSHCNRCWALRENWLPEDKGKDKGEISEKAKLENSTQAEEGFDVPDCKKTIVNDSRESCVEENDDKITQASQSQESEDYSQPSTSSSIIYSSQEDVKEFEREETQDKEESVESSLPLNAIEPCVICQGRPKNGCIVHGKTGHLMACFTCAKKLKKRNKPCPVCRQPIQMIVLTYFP
tim10-1 inh: inhibits growth of tim10-1 mutant yeast | hit rate 2.2% among 330,000 | AID 463190 | S. cerevisiae tim10-1 ts strain growth, BacTiter-Glo, 24 h | inhibition, % at 20 µM;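 active = inhibition of at least 40%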;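 note: mutant grown at 25 °C; 0% = DMSO wells with yeast and 100% = wells holding no yeast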
GRIN3A LBD mod: modulates the human NR3A ligand-binding domain; Tm shift relative to glycine control, % at 25 µM; NR3A LBD differential scanning fluorimetry, Tm shift; 0% = protein alone, 100% = glycine-bound protein; hit rate 2.5% among 340,000;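 active = melting temperature shift of at least 10% of the positive control shift, at one fixed dose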
CHOP UPR activ: apoptotic UPR (CHOP) activation; AID 449763; hit rate 0.34% among 330,000; CHO-CHOP luciferase reporter, luminescence; percent of tunicamycin response over DMSO baseline; activation, % at 10 µM;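 active = at 10 µM dose, activation of 40% or more, normalized to positive control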;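 note: 100% = tunicamycin at 10 µg/mL and 0% = DMSO alone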
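assay system = CHO CHOP reporter cells | amount = 500 CHO-CHOP cells per well | buffer or medium = F12 with 10% FBS | incubation = 16-18 h cell attachment, then 6 h compound exposure, 37 °C | detection = luminescence read with Steady-Glo | read-out = percent activation relative to tunicamycin control | controls = tunicamycin high control, DMSO low control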
UPR XBP1 act: adaptive UPR (XBP1) activation. hit rate 0.33% among 330,000. CHO-XBP1 luciferase reporter, IRE1-XBP1 UPR activation, luminescence; percent of tunicamycin response, DMSO as zero. AID 463104. activation, % at 20 µM;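 active = versus positive control, 20 µM dose yields 30% or more activation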;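 note: 100% = tunicamycin at 10 µg/mL and 0% = DMSO only wells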
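Signal: luciferase luminescence; Assay system: CHO-XBP1 luciferase reporter cells; Amount: one thousand reporter cells per well; Dosing: 20 µM single concentration, DMSO 1%; Benchmarks: high control tunicamycin 10 µg/mL final, low control DMSO vehicle only; Schedule: 6 h compound exposure at 37 °C, 5% CO2; Evaluation: percent activation relative to tunicamycin reference.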
APJ agonist: agonists of human APJ apelin receptor. P35414. CHO-K1 APJ PathHunter beta-arrestin, luminescence; 0% DMSO wells, 100% apelin. activation, % at 20 µM. hit rate 0.11% among 330,000;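 active = activation more than six SD over the plate average, tested at 20 µM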;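 note: 0% = DMSO alone and 100% = apelin-13 at 10 nM; some results filed as inactive read as strong as hits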
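Test system: CHO-K1 APJ beta-arrestin complementation cell line. Amount: cell density 1000 per well. Controls: DMSO negative, 10 nM Apelin-13 positive. Signal: luminescent beta-gal fragment complementation, chemiluminescent substrate. Read-out basis: agonist-driven arrestin binding to APJ. Timing: compound stimulation 90 min at 25 °C, detection 60 min.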
TIM10 inh: inhibits growth of TIM10 yeast strain | S. cerevisiae TIM10 strain growth, BacTiter-Glo luminescence, 24 h | inhibition, % at 10 µM | hit rate 1.4% among 330,000;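 active = inhibition of 40% or more at the single tested concentration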;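 note: wild-type TIM10 isogenic control strain grown at permissive 25 °C; 0% = DMSO yeast wells and 100% = minimal medium wells without yeast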
tim23-1 inh: tim23-1 yeast growth inhibition. hit rate 1.3% among 330,000. S. cerevisiae tim23-1 growth, BacTiter-Glo luminescence, 24 h. inhibition, % at 20 µM;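 active = growth inhibition of the mutant yeast at or above 50%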;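 note: temperature-sensitive mutant grown at 25 °C; plate controls were DMSO-treated mutant yeast for no effect and medium wells lacking yeast for full effect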
NALP3 yeast inh: NALP3 inhibition in yeast | hit rate 0.39% among 330,000 | AID 2825 | Yeast reconstituted NLRP3/ASC/caspase-1, beta-gal luminescence, 24 h | inhibition, % at 10 µM;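 active = inhibition of 50% or more; inactive = inhibition below 50%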;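 note: plate controls were induced DMSO wells for no effect and uninduced yeast grown without galactose for full effect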
* = called active by the depositor; · = no result given.

SMILES	Mdm2 MdmX PPI	tim10-1 inh	GRIN3A LBD mod	CHOP UPR activ	UPR XBP1 act	APJ agonist	TIM10 inh	tim23-1 inh	NALP3 yeast inh
C#CCOCCOCCOCCNc1nc(N2CCOCC2)nc(N2CCN(C(=O)Cn3cc(CCCN=C(N)N)nn3)CC2)n1	-12.4	-11.9	1.8	0.6	0.3	8.6	2.6	3.0	11.1
Cc1cccc(-c2noc(-c3ccc4c(c3)OCO4)n2)c1	-93.4	13.8	1.5	-1.8	-1.8	-1.7	17.4	8.7	4.0
Cc1cccc(C(=O)O/N=C/c2c(N3CCOCC3)n(C)c3ccccc23)c1	31.2	40.8*	·	9.7	10.6	13.4	25.0	18.8	46.0
CCCN(CC1CC1)c1nc(N)c2c(N)nc(OC)cc2c1C#N	33.8	29.3	-5.1	-1.6	10.3	2.0	-18.8	31.7	6.2
Cc1ccnc(NC2OC(=O)c3ccccc32)c1 (centres undefined)	-8.0	8.4	-2.3	0.2	-7.7	-2.4	1.1	14.1	20.2
N#C/C(=C\c1ccc(Cl)s1)C(=O)N1CCN(c2ccccc2)CC1	-10.9	11.9	-1.9	-1.6	-1.8	2.0	6.4	18.4	7.9
CCOC(=O)c1cc(NC(=O)NCc2ccco2)c(C)nc1C	-0.1	-9.7	-0.4	0.5	0.5	-1.0	-3.1	-1.1	2.2
CCCCn1c(=O)c2c(c3ccccc31)OCC(=O)N2	3.5	19.1	·	0.1	6.2	-0.3	3.7	13.7	-0.9
CC1CCCCC1NC(=O)CSc1nnc(-c2ccncc2)n1CCCN(C)C (centres undefined)	14.7	-15.5	-0.6	-1.8	0.9	-0.8	1.6	3.7	21.5
O=C(NC1CC1)c1ccc2c(c1)N(Cc1ccccc1)CCS2	23.6	35.4	1.8	-1.0	-2.0	2.8	4.7	28.8	27.4
CCc1c(C)nc2c(OC)cccc2c1Cl	-21.7	19.3	-1.9	1.6	5.3	-2.3	14.5	45.3	32.7
Cc1ccc(OCC(O)Cn2c(N3CCCCC3)nc3c2c(=O)[nH]c(=O)n3C)cc1 (centres undefined)	12.5	3.8	-0.5	-2.7	-2.8	-3.0	18.3	29.0	-0.6
O=C(Nc1ccc2snnc2c1)N1CCOCC1	6.7	-2.9	-3.5	-1.1	-7.0	-2.9	6.1	0.4	13.3
COC(=O)c1cc(OC)c(OC)cc1NC(=S)N1CCCCC1	-10.1	30.0	-1.1	0.2	-0.7	-0.6	-3.8	25.1	6.3
Cc1cc(C=O)c(C)n1-c1ccc(Oc2ccc([N+](=O)[O-])cn2)cc1	24.0	14.6	2.1	-2.3	-2.0	-1.3	22.9	11.2	18.5
CCC(C)/C=C/C1=CC2=C(Cl)C(=O)C3(C)OC(=O)C(C(=O)C(C)C(C)O)C3C2=CO1 (centres undefined)	30.6	15.2	-1.9	1.9	0.8	-1.8	9.7	19.4	9.3
COc1ccc(S(=O)(=O)N2CCC(C(=O)N3CCC(C(N)=O)CC3)CC2)cc1Cl	6.4	2.8	-1.1	-1.9	-4.4	-1.9	-5.4	9.6	9.2
CSCCC(NC(=O)c1ccco1)C(=O)NCC(c1ccccc1)N(C)C (centres undefined)	0.7	-19.8	1.1	2.6	-0.2	-4.0	-14.6	-36.5	23.2
C=CCN(c1ccccc1)S(=O)(=O)c1cccc(C(=O)NNC(=O)c2ccccc2O)c1	46.8	22.2	-2.4	0.0	0.1	-4.4	23.0	24.7	6.3
CCCN(C(=O)Cn1ncc2c(=O)oc3ccccc3c21)c1cccc(C)c1	5.7	32.8	-1.5	2.0	-2.3	-7.7	40.9*	31.3	-7.0
CCCCN(CC)Cc1ccc(CNC(=S)Nc2cccc(F)c2)o1	18.7	-10.3	-1.6	-0.6	-1.5	-1.4	4.1	9.1	13.5
CSc1sc(-c2ccnc(=S)[nH]2)c(-c2ccccc2)c1C#N	25.4	12.3	-1.9	-1.2	-0.9	-0.7	6.5	4.4	9.5
CC(=O)Oc1ccc2cc(-c3ccccc3)c(=O)oc2c1	-14.7	30.9	-1.6	5.7	7.4	4.0	7.3	26.4	33.5
CC(C(=O)N1CCc2ccccc21)N1CCN(S(=O)(=O)c2cccc(C(F)(F)F)c2)CC1 (centres undefined)	-7.1	18.4	-11.2	1.3	-1.1	-1.6	25.9	33.0	6.1

Profiles, quoted from the list.
C=CCN(c1ccccc1)S(=O)(=O)c1cccc(C(=O)NNC(=O)c2ccccc2O)c1 is listed as Mdm2 MdmX PPI: 46.8; tim10-1 inh: 22.2; GRIN3A LBD mod: -2.4; CHOP UPR activ: 0.0; UPR XBP1 act: 0.1; APJ agonist: -4.4; TIM10 inh: 23.0; tim23-1 inh: 24.7; NALP3 yeast inh: 6.3
CSc1sc(-c2ccnc(=S)[nH]2)c(-c2ccccc2)c1C#N is listed as Mdm2 MdmX PPI: 25.4; tim10-1 inh: 12.3; GRIN3A LBD mod: -1.9; CHOP UPR activ: -1.2; UPR XBP1 act: -0.9; APJ agonist: -0.7; TIM10 inh: 6.5; tim23-1 inh: 4.4; NALP3 yeast inh: 9.5

Going on with the list:
SMILES	Mdm2 MdmX PPI	tim10-1 inh	GRIN3A LBD mod	CHOP UPR activ	UPR XBP1 act	APJ agonist	TIM10 inh	tim23-1 inh	NALP3 yeast inh
CCCn1ncc(CN2CCN(Cc3ccc(C)o3)C(CCO)C2)c1C (centres undefined)	-25.6	13.0	1.3	-0.8	-2.1	4.2	-31.2	6.5	2.5
CCOc1ccc(NC(=O)Cn2cc(C(=O)CC)c3ccccc32)cc1	25.2	-7.1	2.7	-0.8	1.1	-2.1	15.1	-6.6	-7.3
Cc1ccc(S[C@@H](CCN2CC[C@H](C)CCC2=O)c2ccccc2)cc1	-3.1	27.5	-0.6	-2.0	-3.9	-2.5	15.2	22.9	16.4
CC(Sc1nnc(-c2ccncc2)n1C)C(=O)Nc1ccc(N2CCOCC2)cc1 (centres undefined)	11.3	3.4	-1.6	1.6	-3.5	-4.7	-1.9	9.9	-6.1
COCCN1C(=O)N[C@@H](c2cccc(C(F)(F)F)c2)C(C(=O)OC)=C1C	-6.1	-20.9	-1.4	0.8	0.1	-1.2	-3.9	4.5	10.3
O=S(=O)(Nc1ccc(-n2cnnn2)cc1)c1ccc(F)c(F)c1F	4.2	9.1	0.8	-0.1	-1.1	-4.1	2.4	2.1	0.9
COc1ccc(CCNC(=O)c2cn3ccc(C)cc3n2)cc1OC	-8.4	-7.6	0.2	2.7	-6.5	-2.8	20.1	9.6	0.3
Cc1csc(N(C(=O)Cc2ccccc2F)c2ccccc2)n1	15.1	11.2	-3.7	-0.1	0.9	-5.3	9.8	29.1	-3.6
COc1ccc(N2CCN(C(=O)c3cn(C4CCCC4)c(=O)c4c3c3ccccc3n4C)CC2)cc1	6.1	19.5	-1.5	-0.4	1.4	-0.5	31.5	-2.4	12.5
Cc1ccc(NC2CCCN(C(=O)CCc3scnc3C)C2)cc1C (centres undefined)	12.0	14.3	0.2	-2.8	-0.8	-3.2	1.0	9.8	3.5
Cc1c(C(=O)N2CCN(S(=O)(=O)c3ccccc3)CC2)oc2ccccc12	5.7	37.8	-0.3	-0.3	-2.8	-2.1	46.9*	46.0	-16.0
COc1ccccc1CNC(=O)c1ccc(OCc2c(C)noc2C)c(OC)c1	19.5	18.5	4.5	-0.6	2.5	2.2	-7.9	17.4	13.7
O=C(CCn1c(=O)c2ccccc2n(Cc2ccccc2)c1=O)NC1CCN(Cc2ccccc2)CC1	31.8	-4.8	-0.7	-0.3	-2.3	-2.7	0.9	1.1	0.5
OC(C#CCN1CCOCC1)c1cccs1 (centres undefined)	3.2	7.0	-0.3	0.1	-4.3	-4.6	-6.9	2.2	-13.0
C#C[C@]1(O)CC[C@H]2[C@@H]3CCc4cc(OC5CCCC5)ccc4[C@H]3CC[C@@]21C	37.8	16.5	0.6	3.7	6.5	-0.7	11.9	27.2	17.1
CCOC(=O)c1c(NC(=O)COC(=O)CCOc2ccccc2C)sc(C(=O)NC)c1C	2.6	-2.3	2.8	1.8	3.2	-2.3	0.6	7.5	7.2
CC(=O)Nc1ccc(S(=O)(=O)Nc2nc3ccccc3nc2Nc2ccc(S(N)(=O)=O)cc2)cc1	9.3	-1.5	26.8*	-1.5	-1.6	2.1	-12.6	-2.5	3.4
Cc1ccc2nc(NC(=O)C3CCCN3C(=O)OC(C)(C)C)sc2c1 (centres undefined)	6.9	16.7	-0.5	1.0	-0.6	-3.7	23.7	16.6	11.3
Cc1ccc(Cl)cc1NC(=O)CNC(=O)N1CC(=O)Nc2ccccc21	15.4	-15.8	-1.4	-0.1	-1.0	6.3	-0.8	4.1	4.3
CC(C)n1c(SCC(=O)NC2CC2)nnc1C1CC1	3.3	2.0	-0.5	-0.3	-7.4	3.8	-1.9	-6.1	4.7
CC(C)CC(C(=O)N1CCc2ccccc2C1)N1C(=O)c2ccccc2C1=O (centres undefined)	23.3	18.1	-0.3	-2.0	-1.7	-8.7	0.7	23.1	3.4
Cc1ccc(/C(C#N)=C\c2cn(C)c3ccccc23)cc1	-14.3	14.0	·	6.0	-1.1	-0.5	-14.6	9.7	12.0
O=C(Nc1cccc(F)c1)/C(=C\c1ccco1)NC(=O)c1ccco1	-16.1	-0.9	-1.4	0.6	-6.2	5.0	-6.2	8.6	0.5
O=C(Nc1ccccc1)c1nnn(Cc2ccccc2)c1NC(=O)C(F)(F)F	3.5	10.7	1.2	0.8	1.6	1.8	4.1	-0.6	10.8
O=C(Nc1cccc(S(=O)(=O)N2CCCCC2)c1)c1ccco1	-9.8	11.4	2.5	1.5	-1.5	-4.0	-1.7	20.4	14.3
CCC(Cc1ccccc1)NC(=O)C1CCN(c2nn3c(=O)cc(C)nc3s2)CC1 (centres undefined)	27.2	15.3	0.2	2.7	-4.2	-2.7	0.3	16.1	11.5
O=C(OCC#CCSc1nnc(-c2cccc3ccccc23)o1)c1cc2ccccc2o1	-11.0	5.1	-1.8	2.7	-0.2	-5.3	5.4	24.7	20.8
CCn1nc(NS(=O)(=O)c2ccc(C)cc2)c2cc3ccccc3nc21	8.0	43.8*	-0.2	-0.3	-0.7	-3.5	-8.8	34.0	11.6
O=C1CCC(=O)N1CC(O)COc1ccccc1 (centres undefined)	8.0	15.3	-8.2	0.2	-5.7	-0.9	-8.2	-12.9	-9.8
Cc1ccc(S(=O)(=O)N2C=CC(C(F)(F)F)=NCC2)cc1	-4.9	3.5	1.5	-1.0	-1.4	-4.9	-11.9	4.2	19.7
COC(=O)c1cscc1S(=O)(=O)Cc1ccccc1	1.4	-8.6	2.1	-0.6	-2.3	-0.7	-12.0	-15.7	18.3
CSc1ccccc1-c1n[nH]c(=S)o1	-20.4	23.9	0.0	-0.2	1.1	-1.8	2.9	20.1	13.1

A few values from the entries so far.
`COC(=O)c1cscc1S(=O)(=O)Cc1ccccc1` – TIM10 inh = -12.0
`Cc1ccc(S(=O)(=O)N2C=CC(C(F)(F)F)=NCC2)cc1` – NALP3 yeast inh = 19.7
`CCn1nc(NS(=O)(=O)c2ccc(C)cc2)c2cc3ccccc3nc21` – NALP3 yeast inh = 11.6
`CCC(Cc1ccccc1)NC(=O)C1CCN(c2nn3c(=O)cc(C)nc3s2)CC1` (centres undefined) – TIM10 inh = 0.3
